TRHR enhancer = TRH receptor (human) allosteric enhancement; TRHR cells, fluo-8 calcium fluorescence, EC20 TRH enhancement; AID 493056; P34981; enhancement, % at 2 µM; actives 0.66% (n = 360,000); in the data active = enhancement above about 30%; note: 0% is about no effect
Target sequence (P34981 whole entry, looked up): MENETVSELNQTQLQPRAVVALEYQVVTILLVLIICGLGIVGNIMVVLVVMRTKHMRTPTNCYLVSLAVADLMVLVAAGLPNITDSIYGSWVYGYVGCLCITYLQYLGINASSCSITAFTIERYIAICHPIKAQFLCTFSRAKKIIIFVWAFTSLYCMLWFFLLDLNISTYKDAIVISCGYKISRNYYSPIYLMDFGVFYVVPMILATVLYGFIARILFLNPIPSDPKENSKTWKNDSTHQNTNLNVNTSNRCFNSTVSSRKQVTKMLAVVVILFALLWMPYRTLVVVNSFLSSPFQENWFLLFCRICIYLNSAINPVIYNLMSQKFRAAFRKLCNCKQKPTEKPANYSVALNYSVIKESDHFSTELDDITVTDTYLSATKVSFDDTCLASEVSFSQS
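TRHR-expressing cells loaded with fluo-8 calcium dye were read kinetically (ex 480/em 530) during compound addition, then stimulated with an EC20 of TRH (10 nM final). Enhancement of the Gq-mediated intracellular calcium response was scored.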
D2 ag = D2 dopamine receptor (human) agonism. actives 0.53% (n = 340,000). P14416. HEK293 T-REx D2 cells, calcium flux agonist mode. AID 485358. activation, % at 2 µM;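 active = activation over 3 SD above normal in the single-dose calcium agonist read, cut at about 30% in these data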; note: 0% is about no effect
Target sequence (P14416 whole entry, looked up): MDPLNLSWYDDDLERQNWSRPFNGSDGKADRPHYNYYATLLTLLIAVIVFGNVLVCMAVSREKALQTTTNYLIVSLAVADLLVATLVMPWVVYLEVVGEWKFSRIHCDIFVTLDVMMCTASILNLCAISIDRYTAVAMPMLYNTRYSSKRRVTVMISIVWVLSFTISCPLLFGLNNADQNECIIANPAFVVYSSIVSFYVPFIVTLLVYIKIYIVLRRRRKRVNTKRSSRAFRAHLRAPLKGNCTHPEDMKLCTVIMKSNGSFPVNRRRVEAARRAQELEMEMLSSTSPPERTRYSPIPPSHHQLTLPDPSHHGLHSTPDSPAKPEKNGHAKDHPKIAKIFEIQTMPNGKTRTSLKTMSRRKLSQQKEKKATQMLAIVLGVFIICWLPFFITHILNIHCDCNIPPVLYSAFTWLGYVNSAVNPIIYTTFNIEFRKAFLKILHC
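Agonism scored from kinetic calcium signal (1 read/sec, 180 s) following compound pin transfer, after a 10 s baseline. Cells: HEK293 Trex line expressing inducible D2 receptor coupled to calcium, dye-loaded after overnight culture at 30 C.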
TRHR agonist = activates the human TRH receptor; AID 493084; actives 0.18% (n = 360,000); activation, % at 2 µM; TRHR cells, calcium flux fluo-8, FDSS agonist mode; P34981; note: 0% is about no effect
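TRHR-expressing cells, plated overnight in medium with 10% serum, were loaded with fluo-8 calcium dye at room temperature. After a 10 s baseline, library compound was pin-added and calcium release was recorded kinetically (ex 480/em 530) as agonist response.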
D1 ag = agonists of human D1 dopamine receptor; actives 1% (n = 360,000); HEK293 T-REx D1 cells, calcium flux, agonist mode; P21728; AID 504660; activation, % at 2 µM; note: 0% is about no effect
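Agonism was scored from calcium flux recorded over 180 s (1 read/s) after pintool compound addition, following a 10-cycle baseline. Cells were inducible force-coupled HEK293 TREx D1, plated overnight at 30 C and loaded with no-wash calcium dye.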
D1 antag = human D1 dopamine receptor antagonism | P21728 | HEK293 TREx D1 cells, calcium flux, dopamine EC80; active compounds read low | activity change, negative = inhibition, % at 10 µM | actives 3.2% (n = 360,000) | AID 504652; in the data active = activity change below about -30%; note: % is set by controls: 0 for no effect and ±100 for the full control effect
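Allosteric or orthosteric antagonism assessed as attenuation of the calcium response to EC80 dopamine, added 180 s after compound, in induced HEK293 Trex D1 cells loaded with no-wash calcium dye.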
D1 PAM = enhances dopamine response at the human D1 receptor; HEK293 TREx D1 cells, calcium flux, dopamine EC20 potentiation; P21728; AID 504651; potentiation, % at 10 µM; actives 0.036% (n = 360,000); in the data active = potentiation above about 30%; note: 0% is about no effect
D2 PAM = positively modulates the human D2 dopamine receptor allosterically. P14416. potentiation, % at 10 µM. HEK293 T-REx D2, calcium flux, EC20 dopamine potentiation. actives 0.34% (n = 340,000);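 active = potentiation over 3 SD above the plate norm, cut at about 30% in these data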; note: 0% is about no effect
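Potentiation of an EC20 dopamine calcium response measured kinetically over 180 s, after a preceding 180 s compound-only read flagging agonists. Cells: inducible Hek293 Trex D2 line, 4000/well, cultured overnight at 30 C before dye loading.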
D2 antag = antagonists of human D2 dopamine receptor. P14416. HEK293 TREx D2 cells, calcium flux, dopamine EC80. inhibition, % at 10 µM. actives 2% (n = 340,000). AID 485344; in the data active = inhibition above about 30%; note: 0% is about no effect
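Calcium mobilization kinetics were recorded at 1 s intervals in tetracycline-induced HEK293 T-REx D2 cells, first for 180 s after compound addition and then 180 s after EC80 dopamine.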
RXFP1 antagonist = antagonists of human relaxin receptor RXFP1; Q9HBX9; HEK293-RXFP1, relaxin-stimulated cAMP HTRF, 30 min; active compounds read low; activity change, negative = inhibition, % at 57.5 µM; actives 0.59% (n = 350,000);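 active = activity change of -60% or lower, but not beyond a set lower limit; inconclusive = change between -60% and -40%, or beyond the set limit; inactive = change above -40%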; note: % is set by controls: 0 for no effect and ±100 for the full control effect
* hit, by the source's call; u = inconclusive; x = no result given; & = joins results of further samples. Cut-off read from the data, not from the text of the source, unless noted: active = activation above about 30%; inactive = the rest. Rows are unselected; any-hit rate near 7.3%.

SMILES	TRHR enhancer	D2 ag	TRHR agonist	D1 ag	D1 antag	D1 PAM	D2 PAM	D2 antag	RXFP1 antagonist
CCCCCCn1cc(C(=O)O)c(=O)c2cc(F)c(N3CCN(C(=O)OCC)CC3)cc21	4	-1.7	-0.8	4	-13	-9	2	2	5
COc1ccc(C2C(C(=O)c3ccc(C)o3)=C(O)C(=O)N2Cc2ccco2)cc1OC (stereo not drawn)	-1	0.8	0.9	0	-7	3	3	-16	0
O=C(Cc1c(F)cccc1Cl)NNC(=O)c1ccncc1	5	-0.4	0.3	1	-3	0	4	-10	-6
CCc1cccc(NS(=O)(=O)c2c(C)nc3sc(CC)nn3c2=O)c1	27&-1	0.7&-0.9	0.8&0.2	12&9	-10&-6	1&-1	10&1	-13	-11
Cc1ccc(N2CCN(C(=S)Nc3ccccc3)CC2)cc1	9	-0.4	-0.3	6	-6	-2	7	-12	-1
CCC(=O)Nc1cccc2cccnc12	1	1.2	0.3	1	1	-5	2	-5	-1
Cc1[nH]n(-c2ccccc2)c(=O)c1C=NCC1CCCO1 (stereo not drawn)	0	-0.1	-0.2	0	-19	-5	21	-9	-6
CC(=O)N1CCN=C1SCc1ccc(Cl)cc1	-5	1.0	-0.4	-3	2	-3	3	7	x
Cc1cccc2c1-c1sc(C(=O)Nc3ccccc3N3CCN(C)CC3)cc1CO2	9	1.5	0.9	2	-15	-7	-27	-15	-9
CCc1cccc(NC(=O)c2cc3c(=O)[nH]c4ccccc4c3n2C)c1	29	0.4	-0.8	4	34	3	18	x	-21
Cc1ccc(C(=O)Nc2ccc3c(c2)C(=O)N(CC2CCCO2)C3=O)cc1 (stereo not drawn)	-12	0.2	-1.0	1	-25	-12	14	4	-20
O=C(CCc1ccc(S(=O)(=O)NCCc2ccccc2)cc1)N1CCN(Cc2ccc3c(c2)OCO3)CC1	-9	-0.2	-0.3	6	-6	-1	15	-12	x
COC(=O)CNc1nc(C2CC2)nc2c1nnn2Cc1ccccc1Cl	-1	-0.3	0.5	11	-8	-4	-7	2	2
O=C(/C=C/c1ccccc1)N1CCC(Cc2ccccc2)CC1	-5	0.0	0.6	0	15	-6	6	-8	-8
O=C(Nc1ccc(Cl)cc1)Nc1nnc(CSc2ccc(Cl)cc2)s1	7	0.2	0.3	6	-1	-6	-3	4	1
CC1CCN(C(=O)Cn2cc(SCC(=O)Nc3ccccc3C(F)(F)F)c3ccccc32)CC1	-3	-0.4	0.0	1	4	0	4	x	-30
CCc1cccc(C)c1NC(=O)CCCN1C(=O)NC(C)(C)C1=O	0	0.1	0.8	9	31	6	-17	-10	6
COc1ccc(CNC(=O)C(C)Cc2ccccc2)cc1O (stereo not drawn)	7	-1.7	-0.3	-3	0	-4	18	-13	x
Cc1ccc(NC(=O)C2CC(=O)NC(N3CCc4ccccc43)=N2)cc1 (stereo not drawn)	1	0.7	-0.5	2	-5	4	-18	44*	-15
Cc1ccc(C)c(NC(=O)c2cnccn2)c1	-3	0.4	0.0	0	-3	1	5	-8	-4
Cc1coc(C)c1C(=O)CC1(O)C(=O)N(C)c2ccc(Cl)cc21 (stereo not drawn)	7	0.5	0.1	2	-2	0	-5	-9	-2
CCOC(=O)c1c(S(=O)(=O)N2CCCC(C(=O)Nc3cccc(CC)c3)C2)c(C)n(CC)c1C (stereo not drawn)	8	0.8	0.7	5	11	-3	17	x	-17
Cc1ccc(C)c(NC(=O)C(C)N2C(=O)c3ccccc3C2=O)c1 (stereo not drawn)	-5	-0.1	-0.1	2	-4	-6	0	-2	7
Cc1cc(-c2nc3ccccc3o2)c2ccccc2n1	-10	-0.7	0.0	3	-2	-1	-9	-10	-17
COc1ccccc1NC(=O)c1c(NC(=O)COc2ccccc2)sc2c1CCCCC2	-1	x	0.2	0	4	-2	-11	x	8
CCOC(=O)c1ccc(NC(=O)CSc2nccn2-c2cc(C)cc(C)c2)cc1	18	0.7	-0.2	7	18	-6	-3	x	x
COc1ccccc1N1CCN(c2ccc(NC(=O)c3ccc(C)cc3)cc2C(=O)O)CC1	0	x	-0.4	1	13	-1	4	x	-3
CCN(CC)c1nc(OCCNC(=O)Nc2ccccc2)nc(N(CC)CC)n1	-16	-0.1	-0.3	12	x	-4	12	-37	u
CC(=O)N1c2ccccc2S(=O)(=O)c2ccccc21	-4	0.0	-0.1	1	10	-2	16	-7	x
Cc1cccc(/C=N/n2c(C)nnc2C)c1	1	0.7	0.0	1	3	-1	-5	1	-3
C=CCSc1nnc(-c2ccccc2N=Cc2c(C)[nH]n(-c3ccccc3)c2=O)c(=O)[nH]1	-7	0.3	-0.5	1	6	2	9	-8	-13
COc1ccc(C(CC(=O)N2CCN(c3ccccc3)CC2)c2c(OC)cc(OC)c3c(-c4ccccc4)cc(=O)oc23)cc1 (stereo not drawn)	0	x	-0.8	4	-8	2	x	x	x
O=C(O)c1ccc2c3c(cccc13)C(=O)N(c1ccccc1)C2=O	6	0.8	0.1	7	-4	-1	6	-13	-5
O=C(c1cc2c(=O)n3ccccc3nc2s1)N1CCN(Cc2ccc3c(c2)OCO3)CC1	-3	0.4	0.1	0	-31*	-1	-11	-5	-9
O=C1C(c2cc(=O)c3ccccc3[nH]2)=C(O)c2ccccc21	4	0.9	0.3	2	10	-3	7	13	-7
O=C1CC(N2CCN(c3ccc(F)cc3)CC2)C(=O)N1c1ccc(F)cc1 (stereo not drawn)	-3	-0.4	0.5	5	-14	-2	1	-9	5
Cc1nn(Cc2ccccc2)c(C)c1/C=N/NC(=O)c1cccnc1	-7	-1.6	-0.5	1	-7	-5	4	-10	-6
COc1c(F)c(F)c(C(=O)Nc2ccc(NC(=O)Cc3ccccc3)cc2)c(F)c1F	14	0.5	0.2	4	4	-6	-5	14	-10
COc1ccccc1NC(=O)Nc1ccc(CC#N)cc1	3	0.5	0.3	0	3	-3	-6	-10	-3
COc1ccc(OCCC(=O)N2CCOCC2)cc1	21	0.7	0.4	0	4	-5	8	-20	-17
O=C1CCc2cc(NS(=O)(=O)c3ccc(F)cc3)cc3c2N1CCC3	3	0.1	0.1	3	-38*	-4	17	0	2
CN(CC(=O)Nc1ccccc1Cl)C(=O)COC(=O)/C=C/c1ccc(C(F)(F)F)cc1	0	0.3	-0.3	1	5	16	-2	14	2
CC(=O)c1cccc(NC(=O)N2CCCC2C(=O)NC2CCCC2)c1 (stereo not drawn)	-2	0.0	-1.0	5	0	-3	-11	3	0
COc1ccc(NC(=S)NNC(=O)c2nnn(-c3ccccc3)c2C)cc1	1	0.1	-0.4	3	-8	-10	-1	2	-9
COc1cc(NCC(=O)Nc2cccc(S(=O)(=O)N3CCCCC3)c2)cc(OC)c1OC	-4	0.4	-0.3	0	-3	5	8	-11	-7
CN(c1ccc(C(=O)N2CCOCC2)cc1)S(=O)(=O)c1cccs1	2	-3.0	-0.5	3	14	-10	x	-22	5
O=C(Cc1ccccc1F)OCN1C(=O)c2ccccc2C1=O	-9	-0.4	-1.7	11	1	-14	5	-5	1
CCc1ccc(-n2nc(CO)c(C(=O)NCCc3ccccc3)n2)cc1	0	-0.9	-0.5	4	12	-2	1	x	-13

A draw from above in order of count of non-hydrogen atoms, high to low:
SMILES	TRHR enhancer	D2 ag	TRHR agonist	D1 ag	D1 antag	D1 PAM	D2 PAM	D2 antag	RXFP1 antagonist
COc1cc(NCC(=O)Nc2cccc(S(=O)(=O)N3CCCCC3)c2)cc(OC)c1OC	-4	0.4	-0.3	0	-3	5	8	-11	-7
COc1c(F)c(F)c(C(=O)Nc2ccc(NC(=O)Cc3ccccc3)cc2)c(F)c1F	14	0.5	0.2	4	4	-6	-5	14	-10
COc1ccc(NC(=S)NNC(=O)c2nnn(-c3ccccc3)c2C)cc1	1	0.1	-0.4	3	-8	-10	-1	2	-9
CCc1ccc(-n2nc(CO)c(C(=O)NCCc3ccccc3)n2)cc1	0	-0.9	-0.5	4	12	-2	1	x	-13
CC(=O)c1cccc(NC(=O)N2CCCC2C(=O)NC2CCCC2)c1 (stereo not drawn)	-2	0.0	-1.0	5	0	-3	-11	3	0
CN(c1ccc(C(=O)N2CCOCC2)cc1)S(=O)(=O)c1cccs1	2	-3.0	-0.5	3	14	-10	x	-22	5
O=C(Cc1ccccc1F)OCN1C(=O)c2ccccc2C1=O	-9	-0.4	-1.7	11	1	-14	5	-5	1
O=C1C(c2cc(=O)c3ccccc3[nH]2)=C(O)c2ccccc21	4	0.9	0.3	2	10	-3	7	13	-7
COc1ccccc1NC(=O)Nc1ccc(CC#N)cc1	3	0.5	0.3	0	3	-3	-6	-10	-3
COc1ccc(OCCC(=O)N2CCOCC2)cc1	21	0.7	0.4	0	4	-5	8	-20	-17

(list continues)
SMILES	TRHR enhancer	D2 ag	TRHR agonist	D1 ag	D1 antag	D1 PAM	D2 PAM	D2 antag	RXFP1 antagonist
O=C1CCN(S(=O)(=O)c2ccc(Cl)cc2)N1	-1	-0.9	-0.2	4	18	-2	-8	-11	-5
COc1ccc(NC(=O)c2cnc(SCC(=O)NCCc3ccccc3)n(C)c2=O)cc1	-11	-0.3	-0.4	0	6	-3	-11	-14	11
CS/C(=N\S(=O)(=O)c1ccc(N)cc1)NS(=O)(=O)c1cccs1	-5	0.2	0.0	3	-3	-7	0	-5	5
CC(CNS(=O)(=O)c1cc(Cl)ccc1Cl)CN(C)C (stereo not drawn)	26	0.8	0.8	6	-2	-4	-8	-8	-8
O=c1[nH]c(CSc2ncc(C(F)(F)F)cc2Cl)nc2ccccc12	-2	0.2	0.3	0	-5	2	2	-11	9
Cc1occc1-c1nnc(SCC(=O)NC2CCC(C)CC2)o1 (stereo not drawn)	-13	-0.1	-0.2	0	-2	-1	-8	7	-5
O=[N+]([O-])c1ccc(CCNc2cccc3ccccc23)c([N+](=O)[O-])c1	6	0.6	-0.4	1	3	-2	-3	-6	-16
CCOC(=O)Cn1c(C)nc2c(C(=O)OCC)sc(C)c2c1=O	-4	0.0	-0.4	2	-8	1	5	10	-1
Cc1[nH]c2ccccc2c1/C=C/C(=O)c1ccccc1	0	7.4	8.3	41*	-20	-3	9	-17	-23
COc1ccccc1C(=O)OCc1c(F)cccc1Cl	-3	0.0	-0.8	2	9	-3	-6	-11	12

Source: PubChem BioAssay (National Center for Advancing Translational Sciences (NCATS))
